Screens as filed in PubChem BioAssay.
KCNK3 inh: human KCNK3 channel inhibition, primary screen | O14649 | AID 602410 | B-score at 10 µM | actives 0.84% (n = 340,000) | CHO-KCNK3 thallium flux, FluxOR fluorescence; hits give low values;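 active means B-score under library mean minus 4 SD, starting fluorescence ratio at most library mean plus 5 SD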;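 further: more negative B-score means stronger inhibition of thallium flux through KCNK3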
Target sequence (O14649 whole entry, looked up): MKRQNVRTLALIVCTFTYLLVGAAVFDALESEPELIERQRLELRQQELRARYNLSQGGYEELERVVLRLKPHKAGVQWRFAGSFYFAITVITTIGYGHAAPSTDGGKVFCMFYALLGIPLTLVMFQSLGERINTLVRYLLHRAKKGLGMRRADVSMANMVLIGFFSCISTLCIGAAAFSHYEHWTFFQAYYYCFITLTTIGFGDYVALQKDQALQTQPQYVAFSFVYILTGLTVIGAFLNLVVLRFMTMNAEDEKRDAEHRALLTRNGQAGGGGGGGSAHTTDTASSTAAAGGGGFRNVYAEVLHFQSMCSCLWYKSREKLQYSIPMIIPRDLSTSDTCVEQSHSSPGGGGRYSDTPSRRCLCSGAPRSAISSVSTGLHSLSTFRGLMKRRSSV
ANO1 activ: activates or potentiates the mouse TMEM16A chloride channel. Q8BHY3. HEK293 TMEM16A/YFP-H148Q/I152L, iodide quench fluorescence; hits give low values. B-score at 10 µM. actives 0.3% (n = 340,000);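 active means fluorescence-ratio B-score plate-corrected deviation score at least 3 library SD below zero, with starting fluorescence score within 5 deviations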;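 further: channel opened by trigger with iodide after compound preincubation; score built on the fluorescence ratio of max minus min over baseline; more negative score means more quench and so TMEM16A activation or potentiation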
hERG protect: compounds protecting human hERG from proarrhythmic drug block; activation (rescue from dofetilide block), less the hit threshold, % at 10 µM; actives 0.51% (n = 310,000); Q12809; AID 1511; CHO-hERG, FluxOR thallium flux, dofetilide IC70 present;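 active means activation above the mean of controls blocked by dofetilide plus 5 SD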;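 further: thallium influx through hERG after potassium depolarization seen as dye fluorescence rise; in these data hits start at about 4.7%; inactives centre near -7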
KCNQ1 block: inhibitors of human KCNQ1 potassium channel | P51787 | CHO-K1 KCNQ1, FluxOR thallium flux fluorescence; hits give high values | B-score at 10 µM | actives 1.3% (n = 310,000) | AID 2642;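 active means compounds whose thallium flux B-score, printed positive for inhibition, exceeds three library SD while starting fluorescence stays within three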;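 further: channel opened by potassium depolarization with thallium stimulus after 20 min compound exposure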
HDAC3 inhib: human HDAC3 inhibition; actives 0.15% (n = 320,000); inhibition, % at 8.3 µM; O15379; recombinant HDAC3, fluorogenic peptide/trypsin coupled, fluorescence; AID 2718; in the data active means inhibition above about 26%, passing the limit was not always enough; inconclusive means no clear call, values can overlap the other calls
Target sequence (O15379 whole entry, looked up): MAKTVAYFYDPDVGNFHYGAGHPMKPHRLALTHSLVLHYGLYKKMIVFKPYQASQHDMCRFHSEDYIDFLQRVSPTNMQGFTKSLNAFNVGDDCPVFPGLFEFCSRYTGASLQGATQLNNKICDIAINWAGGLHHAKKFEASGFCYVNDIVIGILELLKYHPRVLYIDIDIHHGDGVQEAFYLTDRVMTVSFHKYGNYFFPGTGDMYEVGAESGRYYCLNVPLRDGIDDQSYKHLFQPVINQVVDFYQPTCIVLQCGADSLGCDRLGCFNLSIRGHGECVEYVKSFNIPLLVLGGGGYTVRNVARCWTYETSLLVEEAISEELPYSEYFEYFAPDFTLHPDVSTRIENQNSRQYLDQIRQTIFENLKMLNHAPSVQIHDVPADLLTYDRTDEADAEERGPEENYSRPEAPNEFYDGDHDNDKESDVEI
SKKanGAS inh: blocks kanamycin growth of S. pyogenes SKKanGAS strain; inhibition, % at 7.5 µM; BacTiter-Glo, 6 h; actives 1.3% (n = 300,000); AID 1662;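 active means mean replicate score, as percent of positive control median, at least 50; inconclusive means mean below 50 but one replicate at or above 50; inactive means mean and every replicate below 50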;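 further: strain carries kanamycin resistance gene driven by streptokinase promoter and grows in 40 µg/ml kanamycin; loss of luminescence reflects streptokinase promoter inhibition or plain growth inhibition; 0% = median of DMSO wells and 100% = positive control at its reference dose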
KCNQ1 pot: potentiators or activators of human KCNQ1 potassium channel; P51787; CHO-K1 KCNQ1, thallium flux FluxOR fluorescence; hits give high values; B-score at 10 µM; actives 0.35% (n = 310,000); AID 2648;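 active means fluorescence ratio B-score, a plate-corrected score, at least three library SD, with initial intensity B-score within 5 SD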
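Schedule – 37 °C overnight plating, 90-min dark dye load, 20-min compound pretreatment · System – stable KCNQ1 CHO-K1 line · Probe or stimulus – thallium- and potassium-containing depolarizing buffer · Measured by – kinetic FluxOR fluorescence, 10 s baseline plus 110 s post-stimulus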
RGS4 inh: human RGS4 inhibition. actives 0.45% (n = 310,000). B-score at 10 µM. HEK293 M3R/RGS4 inducible, Fluo-4 calcium flux; hits give high values; triggered by carbachol at its EC20. AID 463165. P49798;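 active means B-score, a plate-corrected calcium signal, over three deviations above library mean, with baseline fluorescence within five deviations of library mean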;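 further: RGS4 expression induced by doxycycline in cells with stable M3 receptor; B-score is computed from the integrated fluorescence ratio over baseline after carbachol; higher B-score means a larger calcium signal and so more RGS4 inhibition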
Target sequence (P49798 whole entry, looked up): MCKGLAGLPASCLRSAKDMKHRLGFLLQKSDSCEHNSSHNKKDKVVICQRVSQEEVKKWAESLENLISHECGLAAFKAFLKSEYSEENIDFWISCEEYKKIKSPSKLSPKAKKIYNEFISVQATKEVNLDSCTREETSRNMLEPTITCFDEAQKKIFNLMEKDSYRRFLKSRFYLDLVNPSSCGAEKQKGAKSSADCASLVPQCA
TMEM16A inh: mouse TMEM16A channel inhibition, primary screen; Q8BHY3; HEK293 TMEM16A/YFP iodide influx fluorescence, ionomycin; normalized B-score (activity score, 25-100; higher = stronger inhibition) at 10 µM; actives 1.2% (n = 310,000);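 active means ratio plate-corrected score three or more library SD toward inhibition, starting fluorescence score within five deviations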;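 further: score derived from kinetic fluorescence span divided by baseline fluorescence per well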
KCNK9 block: human KCNK9 channel inhibition | HEK293 KCNK9, FluxOR thallium flux fluorescence; hits give low values | Q9NPC2 | B-score at 10 µM | actives 1.2% (n = 310,000);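 active means ratio B-score over 3 SD below the library mean, with starting fluorescence within 5 SD of its mean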;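 further: negative B-score means less thallium flux so channel inhibition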
RGS4 pot: RGS4 potentiation or activation | AID 463111 | actives 0.92% (n = 310,000) | B-score at 10 µM | HEK293 M3R/inducible RGS4, carbachol calcium flux Fluo4; hits give low values;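 active means B-score of the integrated calcium signal more than 4 SD below the library mean, with starting fluorescence not abnormally high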;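 further: negative B-score means reduced calcium response which marks RGS4 activation or potentiation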
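Detection: kinetic calcium fluorescence imaging with Fluo4-AM dye, 2 µM / Material: HEK293 cells with stable M3R and inducible RGS4 / Schedule: recording 10 s baseline at 1 Hz, 100 s post-agonist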
An asterisk follows results filed as active; i = inactive; ? = inconclusive; / = not tested or not shown.

#	compound	HDAC3 inhib	KCNK9 block	RGS4 inh	SKKanGAS inh	KCNK3 inh	ANO1 activ	KCNQ1 block	RGS4 pot	KCNQ1 pot	hERG protect	TMEM16A inh
1	CC(C)N1C/C(=C/c2ccsc2)C(=O)/C(=C/c2ccsc2)C1	5	i	i	2	i	i	i	i	i	-18	i
2	CCOC(=O)[C@@H]1C(c2c(OC)cc(OC)cc2OC)=NO[C@@H]1C(=O)OCC	7	i	i	1	i	i	i	i	i	-7	i
3	COC(=O)COc1ccc(S(=O)(=O)Nc2cc([N+](=O)[O-])ccc2C)cc1	10	i	i	7	i	i	i	i	i	-2	i
4	COc1cc(NC(=S)NNC(=O)C(C)(C)O)cc(OC)c1	1	i	i	-1	i	i	i	i	i	8.9*	i
5	CN(CC(=O)Nc1cccc2c1CCCC2)S(=O)(=O)c1ccc(Cl)cc1	7	i	i	-4	i	i	i	i	i	-8	i
6	Cc1ccc(C(=O)OCCN2CCN(c3ncc(C(F)(F)F)cc3Cl)CC2)cc1	13	i	i	-1	i	i	i	i	i	-13	i
7	Cc1cc(C)c(C#N)c(SCc2ccccc2C(=O)O)n1	-2	i	i	4	i	i	i	i	i	-6	i
8	Cc1ccc(NC(=O)CNC(=O)N2CC(=O)Nc3ccccc32)cc1F	2	i	i	0	i	i	i	i	i	-3	i
9	O=C(NCCOCCOCCNC(=O)c1ccccc1)c1ccccc1	1	i	i	2	i	i	i	i	i	-11	i
10	CC1(C)CC(=O)C2=C(C1)OC1=C(C2)C(=O)CC(C)(C)C1	3	i	i	-2	i	i	i	i	i	-10	i
11	CC1CN(CC(=O)Nc2ccc(Br)cn2)CC(C)O1 (stereo not drawn)	0	i	i	2	i	i	i	i	i	-2	i
12	O=C(NCc1ccccc1Cl)c1csc2c1CCCCC2	-4	i	i	31	i	i	i	i	i	-6	i
13	COc1ccc(-c2cc(=O)oc3cc(OC(C)C(=O)Nc4ccc(CN5CCOCC5)cc4)ccc23)cc1 (stereo not drawn)	5	i	i	15	i	i	i	i	i	-14	i
14	COc1ccc(-c2nc(C)sc2CC(=O)O)cc1OC	7	i	i	-8	i	i	i	i	i	0	i
15	O=C1CCc2cc(S(=O)(=O)N3CCC(C(=O)NCc4ccccn4)CC3)ccc2N1	2	i	i	2	i	i	i	i	i	2	i
16	CC(=O)Nc1ccc(-c2csc(-c3cccnc3)n2)cc1	0	i	i	6	i	i	i	i	i	-6	i
17	Cn1c(SCC(=O)NCc2ccc3c(c2)OCO3)nnc1-c1c[nH]c2ccccc12	6	i	i	5	i	i	i	i	i	-12	i
18	COc1cccc(NC(=O)COC(=O)CCS(=O)(=O)c2ccc(C)cc2)c1	5	i	i	4	i	i	i	i	i	-10	i
19	CC1(C)CC2CC(C)(CN2S(=O)(=O)c2cccc(C(=O)OCC(N)=O)c2)C1 (stereo not drawn)	2	i	i	-15	i	i	i	i	i	-13	i
20	Nc1nc(NC(=O)C(Cl)(Cl)Cl)nn1-c1ccccc1	-6	i	i	-2	i	i	i	i	i	0	i
21	CCn1c(=O)c2ccccc2n2c(SCC(=O)N3CCCc4ccccc43)nnc12	-10	i	i	/	i	i	i	i	i	-12	i
22	CC(C)N(Cc1ccccc1)C(=O)c1ccc2c(c1)OCO2	-4	i	i	27	i	i	i	i	i	-12	i
23	Cc1cc(S(=O)(=O)NCCc2ccccc2)c(C)s1	?	i	i	12	i	i	i	i	i	-11	i
24	CCCC(=O)NC(c1ccccc1OC)c1ccc2cccnc2c1O (stereo not drawn)	-9	i	i	14	i	i	i	i	i	-23	i
25	Cc1cc(=O)oc2c(CN(CC(C)C)CC(C)C)c(O)ccc12	-324	i	i	-1	/	/	i	i	i	-9	i
26	O=C(Nc1ccc(Oc2ccc(Cl)cc2)c(Cl)c1)c1cc(I)cc(I)c1O	-5	i	i	103*	i	-5.9*	i	i	i	-22	100*
27	NC(=O)COC(=O)C(Cc1ccccc1)NS(=O)(=O)c1ccccc1F (stereo not drawn)	4	i	i	5	i	i	i	i	i	-7	i
28	O=C(c1cccc(C(F)(F)F)c1)C1CCCN(C(=O)CCc2cnccn2)C1 (stereo not drawn)	8	i	i	-6	i	i	i	i	i	-5	i
29	Cc1c(C(=O)Nc2ccc(Cl)cc2)c2ccccn2c1C(=O)c1ccccc1	11	i	i	-1	i	i	i	i	i	-11	i
30	Cc1ccccc1N(CC(=O)N1CCOCC1)S(C)(=O)=O	-11	i	i	2	i	i	i	i	i	-12	i
31	CCn1cc(/C=N\NC(=O)c2c[nH]c3ccccc23)c(C)n1	5	i	i	1	i	i	i	i	i	-6	i
32	CSc1ccc(/C=N/Nc2ccc(Cl)c(C(=O)O)c2)cc1	4	i	i	5	i	i	i	i	i	-7	i
33	CCn1c(C)c(C)c2cc(C(=O)NCCCN3CCOCC3)ccc21	-6	i	i	0	i	i	i	i	i	-8	i
34	CC(=O)OCC1OC(n2ncc(=O)n(Cc3ccccc3)c2=O)C(OC(C)=O)C1OC(C)=O (stereo not drawn)	-7	i	i	-1	i	i	i	i	i	-10	i
35	CC(=O)c1c(C)[nH]c(C(=O)NCCc2c[nH]c3ccccc23)c1C	2	i	i	-3	i	i	i	i	i	-8	i
36	CN(C)c1ccc(NC(=O)CN2CCN(S(=O)(=O)c3cc(Cl)ccc3Cl)CC2)cc1	3	i	i	3	i	i	i	i	i	-7	i
37	O=C(CCn1nc(-c2ccc(Cl)cc2)ccc1=O)NCc1ccccn1	-1	i	i	-8	i	i	i	i	i	-7	i
38	CN(C(=O)c1cc([N+](=O)[O-])ccc1N1CCCC1)C1CCCCC1	8	i	i	-5	i	i	i	i	i	-11	i
39	Cc1c(C(=O)NN2CCN(C)CC2)cccc1[N+](=O)[O-]	0	i	i	-10	i	i	i	i	i	0	i
40	CN(Cc1ccccc1)C(=S)NC(=O)c1ccc(-c2ccccc2)cc1	-7	i	i	25	i	i	i	i	i	-2	i
41	CC(=O)c1cccc(NS(=O)(=O)N(C)C)c1	0	i	i	-12	i	i	i	i	i	-8	i
42	COc1cc(OC)c(OC)cc1CN1CCN(Cc2cccc(F)c2)CC1	1	i	i	3	i	i	i	i	i	-6	i
43	Cc1nnc(SCC(=O)N2c3ccccc3Sc3ccccc32)n1N	0	i	i	2	i	i	i	i	i	-7	i
44	CCOCCCNC(=O)Cc1ccc(Br)cc1	4	i	i	-10	i	i	i	i	i	-6	i
45	N#CC(c1ccc(O)cc1)N1CCCCC1 (stereo not drawn)	-8	i	i	2	i	i	i	i	i	-6	i
46	O=C(NC1CCCCC1)Sc1ccc(Cl)cc1	-3	i	i	0	i	i	i	i	i	-11	i
47	CS(=O)(=O)N(CC(=O)N1CCCC1)c1ccccc1F	-2	i	i	-2	i	i	i	i	i	1	i
48	COc1cc(OC)c(C(=O)Nc2cccc(C(C)=O)c2)cc1OC	0	i	i	-5	i	i	i	i	i	-10	i
49	O=C1N=c2ccccc2=C1c1c(O)[nH]c2c(C(F)(F)F)cccc12	-1	i	i	-11	i	i	i	i	i	-8	i
50	Cc1ccc(C2C=C(c3ccccc3OC(F)F)Nc3ncnn32)cc1 (stereo not drawn)	-6	i	i	-2	i	i	i	i	i	-14	i
51	COc1cc(C(=O)N(Cc2cccnc2)Cc2cc3cc4c(cc3[nH]c2=O)OCCO4)cc(OC)c1OC	-8	i	i	1	i	i	i	i	i	-13	i
52	Cc1cc(Nc2ccccc2)n(CCC#N)n1	-1	i	i	3	i	i	i	i	i	-2	i
53	Cc1c(C)n(Cc2ccccc2)c2ncnc(NCCCO)c12	-1	i	i	1	i	i	i	i	i	-6	i
54	O=S(=O)(c1ccccc1)c1nc(-c2cccs2)oc1NCC1CCCO1 (stereo not drawn)	0	i	i	-2	i	i	i	i	i	-5	i
55	CC(Sc1nnc2ccccn12)C(=O)Nc1ncc(Cl)cc1Cl (stereo not drawn)	4	i	i	0	i	i	i	i	i	-6	i
56	CC(=O)c1cccc(NC(=O)c2ccc(Br)o2)c1	2	i	i	-11	i	i	i	i	i	-9	i

(cont.)
#	compound	HDAC3 inhib	KCNK9 block	RGS4 inh	SKKanGAS inh	KCNK3 inh	ANO1 activ	KCNQ1 block	RGS4 pot	KCNQ1 pot	hERG protect	TMEM16A inh
57	COc1cc(NC(=O)c2cc3c(CO)cnc(C)c3oc2=Nc2cccc(C(N)=O)c2)cc(OC)c1	-6	i	i	8	i	i	i	i	i	-4	i
58	CCN(CC)S(=O)(=O)c1ccc(S(=O)(=O)N2CCCC2)cc1	1	i	i	10	i	i	i	i	i	-2	i
59	Cc1cccc(-c2nc3ccccc3c(=O)n2NC(=S)N(C)C)c1	2	i	i	-1	i	i	i	i	i	-13	i
60	COc1ccccc1NC(=S)NC1CC2CCC1C2 (stereo not drawn)	-2	i	i	0	i	i	i	i	i	-8	i
61	CCc1ccc(OCC(=O)Nc2nnc(-c3ccco3)s2)cc1	-5	i	i	2	i	i	i	i	i	-5	i
62	CN(C(=O)n1cnc2ccccc21)c1ccccc1	2	i	i	-18	i	i	i	i	i	-9	i
63	CCOC(=O)c1[nH]c(C)c(C(=O)N2CCN(c3ccc(F)cc3)CC2)c1C	-2	i	i	-7	i	i	i	i	i	-7	i
64	O=C(O)CN1C(=O)NC2(CCc3ccccc32)C1=O (stereo not drawn)	-3	i	i	-1	i	i	i	i	i	-5	i
65	COc1cccc2c(C)cc(N3CCCCCC3)nc12	-6	i	i	-16	i	i	i	i	i	-7	i
66	O=C(COc1ccccc1)N1CCN(c2ccc([N+](=O)[O-])c(N3CCCCC3)c2)CC1	-1	i	i	13	i	i	i	i	i	1	i
67	COc1cc(OC)c2cc[nH]c2c1	1	i	i	1	i	i	i	i	i	-5	i
68	CCOc1ccc(N(CC(=O)NCCSCc2ccc(C)cc2)S(C)(=O)=O)cc1	-2	i	i	12	i	i	i	i	i	-11	i
69	Cc1cnc(C)c(N2CCN(Cc3nc(-c4cccc(F)c4F)oc3C)CC2)n1	2	i	i	1	i	i	i	i	i	-25	i
70	COc1cccc(/C=N/NC(=O)C(C)n2nnc3ccccc32)c1 (stereo not drawn)	0	i	i	-1	i	i	i	i	i	-5	i
